Assay outcomes (PubChem)
VHR inh abs: DUSP3 (human) phosphatase inhibition; P51452; recombinant VHR phosphatase, pNPP absorbance; inhibition, % at 13.3 µM; 0.52% of 290,000 active; in the data active = inhibition above about 50%; also: some compounds called inactive have numbers as strong as hits
Target sequence (P51452 whole entry, looked up): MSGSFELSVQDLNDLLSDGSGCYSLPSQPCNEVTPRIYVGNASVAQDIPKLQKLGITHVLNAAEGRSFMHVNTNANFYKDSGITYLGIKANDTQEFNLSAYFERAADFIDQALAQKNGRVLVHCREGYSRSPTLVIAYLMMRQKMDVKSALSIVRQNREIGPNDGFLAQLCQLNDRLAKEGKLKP
Rv3671c protease: inhibits the M. tuberculosis serine protease Rv3671c | P9WHR9 | inhibition, % at 5.96 µM | 0.048% of 320,000 active | AID 2606; in the data active = inhibition above about 38%;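 also: extracellular domain of Rv3671c used as enzyme; 0% = enzyme with DMSO and 100% = no enzyme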
SSB-PriA inh: blocks PriA binding to SSB C-terminal tail. inhibition, % at 33 µM. AlphaScreen SSBct-PriA binding, biotinylated peptide. 0.6% of 430,000 active. AID 1272365; in the data active = inhibition mostly above about 37%, no sharp cut-off; inactive = mostly below about 20%;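 also: plate controls were negative control peptide for no effect and reference peptide for full effect; strong numbers were not always called active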
SARS 3CLpro inh: SARS-CoV 3CLpro protease inhibition; P0C6X7; recombinant SARS-CoV 3CLpro, quenched FRET peptide cleavage; inhibition, % at 6 µM; 0.14% of 290,000 active; AID 1706; in the data active = inhibition above about 12%
GDH-TPI inh: GDH-TPI coupled enzyme inhibition counter-screen; GDH-TPI coupled enzyme counterscreen, NADH absorbance; inhibition, % at 4.8 µM; 1.2% of 360,000 active; AID 588335; in the data active = inhibition above about 30%;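 also: 0% = DMSO wells and 100% = wells lacking the enzyme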
Mtb UGM inh: Mtb UDP-galactopyranose mutase inhibition | purified UGM, fluorescence polarization probe displacement | inhibition, % at 10 µM | 0.06% of 320,000 active; in the data active = inhibition above about 10%, passing the limit was not always enough
Target sequence (P9WIQ1 whole entry, looked up): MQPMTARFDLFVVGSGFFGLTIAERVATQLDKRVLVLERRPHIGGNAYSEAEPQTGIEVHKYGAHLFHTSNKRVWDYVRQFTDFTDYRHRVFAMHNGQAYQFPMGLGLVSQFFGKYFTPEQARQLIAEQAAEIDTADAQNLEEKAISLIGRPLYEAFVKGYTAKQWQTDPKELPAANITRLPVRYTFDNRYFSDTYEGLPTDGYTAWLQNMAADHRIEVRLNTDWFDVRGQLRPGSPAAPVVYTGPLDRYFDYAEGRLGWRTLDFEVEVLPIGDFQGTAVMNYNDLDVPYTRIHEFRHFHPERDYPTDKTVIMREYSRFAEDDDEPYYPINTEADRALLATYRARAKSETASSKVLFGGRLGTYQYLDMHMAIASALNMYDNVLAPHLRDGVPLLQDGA
Mtb BioA inh: blocks M. tuberculosis BioA enzyme activity; purified M. tuberculosis BioA enzyme, plate reader; inhibition, % at 9.99 µM; 0.096% of 360,000 active; AID 602481; in the data active = inhibition above about 40%
FBA Mtb inh: inhibitors of M. tuberculosis fructose-bisphosphate aldolase; P9WQA3; purified M. tuberculosis FBA, fluorescence read-out; inhibition, % at 1 µM; 2.3% of 360,000 active; in the data active = inhibition above about 27%;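 also: 0% = vehicle and 100% = reference inhibitor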
Target sequence (P9WQA3 whole entry, looked up): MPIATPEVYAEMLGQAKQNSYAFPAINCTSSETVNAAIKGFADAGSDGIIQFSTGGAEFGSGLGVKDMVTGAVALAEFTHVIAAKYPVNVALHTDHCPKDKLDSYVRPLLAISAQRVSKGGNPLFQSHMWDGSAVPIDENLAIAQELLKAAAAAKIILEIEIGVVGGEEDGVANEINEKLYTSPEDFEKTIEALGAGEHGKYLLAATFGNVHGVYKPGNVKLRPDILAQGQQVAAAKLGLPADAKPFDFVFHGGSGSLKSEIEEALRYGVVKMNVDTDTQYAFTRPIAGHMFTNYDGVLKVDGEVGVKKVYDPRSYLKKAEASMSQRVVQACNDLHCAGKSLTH
MazF activator: increases E. coli MazEF RNase cleavage of RNA; FAM/BHQ RNA-DNA oligo cleavage fluorescence, 5 h; activation, % at 20 µM; 0.32% of 350,000 active; AID 504720; in the data active = activation above about 50%
Target sequence (P0AE70 whole entry, looked up): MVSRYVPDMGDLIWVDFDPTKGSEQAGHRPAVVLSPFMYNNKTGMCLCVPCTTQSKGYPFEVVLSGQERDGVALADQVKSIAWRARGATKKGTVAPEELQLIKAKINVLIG
BH1578 lux ind: inducers of Vibrio cholerae quorum light production without autoinducers | V. cholerae BH1578 lux reporter, luminescence, 6 h | activation, % at 18.7 µM | 0.16% of 350,000 active; in the data active = activation mostly above about 9.7%, no sharp cut-off; also: not every result past the cut was called active; inactives centre near 0; reference of the scale not given here
The depositor's hits bear a star; & = joins results of further samples. These rows are one share of the data. The share of hits here may be higher or lower than overall.

`CN(C)c1ccc(-c2ccnc3c2CC(C)(C(=O)NCc2cccs2)O3)cc1` (configuration not stated) gave GDH-TPI inh 19, Mtb BioA inh 0.6, FBA Mtb inh 40* and BH1578 lux ind inactive.
Screening COc1cccc(-c2nc(CS(=O)CC(=O)NC3CC3)c(C)o2)c1 (configuration not stated) returned VHR inh abs 19, Rv3671c protease 0, SSB-PriA inh 6, SARS 3CLpro inh -8, GDH-TPI inh 8, Mtb UGM inh 3.0, Mtb BioA inh -0.5, FBA Mtb inh 4, MazF activator 5 and BH1578 lux ind -0.2.
Screening CCOc1ccc(Nc2nc3ccccc3n3nnnc23)cc1 returned VHR inh abs -16, Rv3671c protease -5, SSB-PriA inh -5, SARS 3CLpro inh 1, GDH-TPI inh 7, Mtb UGM inh 4.9, Mtb BioA inh -1.3, FBA Mtb inh 0 and MazF activator 9.
For Cc1cc(C)cc(C(=O)n2cnnc2N)c1 the results were VHR inh abs 10, Rv3671c protease 7, SSB-PriA inh -21, SARS 3CLpro inh -4, GDH-TPI inh 2, Mtb UGM inh 1.3, Mtb BioA inh -0.5, FBA Mtb inh 1, MazF activator 3 and BH1578 lux ind -0.3.
For O=C(NCCc1ccccc1)c1cc(S(=O)(=O)N2CCOCC2)ccc1F the results were VHR inh abs -10, Rv3671c protease -9, SSB-PriA inh -8, SARS 3CLpro inh 5, GDH-TPI inh 7, Mtb UGM inh -0.1, Mtb BioA inh 0.4, FBA Mtb inh -2, MazF activator 7 and BH1578 lux ind -3.2.
`CC(C)C(N)c1csc(NC(=O)Nc2ccccc2C(C)(C)C)n1` (configuration not stated) gave GDH-TPI inh 12, Mtb BioA inh 2.5, FBA Mtb inh 3 and BH1578 lux ind -0.5.
CN(C)S(=O)(=O)c1ccc(S(=O)(=O)NCCN2CCOCC2)cc1 was read as VHR inh abs 5, Rv3671c protease 5, SSB-PriA inh -13, SARS 3CLpro inh 2, GDH-TPI inh 5, Mtb UGM inh 0.1, Mtb BioA inh -1.7, FBA Mtb inh 4, MazF activator 1 and BH1578 lux ind inactive.
Screening CCOc1ccc(C/C(O)=C2\C(=O)CC(C)(C)CC2=NCC(=O)O)cc1OCC returned VHR inh abs 20, Rv3671c protease 2, SARS 3CLpro inh -1, GDH-TPI inh 7, Mtb UGM inh -1.6, Mtb BioA inh -0.5, FBA Mtb inh 1, MazF activator 10 and BH1578 lux ind -0.4.
COc1ccc(-c2cc(=O)c3cc(C)ccc3[nH]2)cc1 was read as VHR inh abs 0, Rv3671c protease -1, SSB-PriA inh -9, SARS 3CLpro inh -4, GDH-TPI inh 9, Mtb UGM inh 0.3, Mtb BioA inh -0.3, FBA Mtb inh 15, MazF activator 5 and BH1578 lux ind -0.2.
`COc1ccccc1NC(=O)CSc1nnc(-c2ccoc2C)n1CC1CCCO1` (configuration not stated) gave VHR inh abs 32, Rv3671c protease 1, SSB-PriA inh -24, SARS 3CLpro inh -2, GDH-TPI inh 4, Mtb UGM inh 0.6, Mtb BioA inh 1.9, FBA Mtb inh 3, MazF activator 7 and BH1578 lux ind inactive.
For O=C(CNC(=O)c1ccc(Br)o1)NCc1ccccc1Cl the results were VHR inh abs 35, SSB-PriA inh 2, SARS 3CLpro inh -1, GDH-TPI inh 9, Mtb UGM inh -0.3, Mtb BioA inh -1.4, FBA Mtb inh 1, MazF activator 0 and BH1578 lux ind -1.6.
Cc1noc(/C=C/N(C)C)c1S(=O)(=O)NC1CCCCC1 was read as VHR inh abs 23, Rv3671c protease -13, SSB-PriA inh -9, SARS 3CLpro inh 0, GDH-TPI inh 12, Mtb UGM inh -0.5, Mtb BioA inh 0.2, FBA Mtb inh 3, MazF activator 4 and BH1578 lux ind -1.6.
Screening Clc1cccc(-c2sc(Nc3ccccc3)n[n+]2-c2ccccc2)c1Cl returned VHR inh abs 24, Rv3671c protease -7, SSB-PriA inh 10, SARS 3CLpro inh -4, GDH-TPI inh 6, Mtb UGM inh -1.2, Mtb BioA inh 0.1, FBA Mtb inh -1, MazF activator 8 and BH1578 lux ind -0.5.
Screening COc1ccc(S(=O)(=O)Nc2cc(C)on2)cc1NC(C)=O returned Rv3671c protease 11, SSB-PriA inh -4, GDH-TPI inh -1, Mtb UGM inh 0.4, Mtb BioA inh -1.9, FBA Mtb inh 0, MazF activator 8 and BH1578 lux ind inactive.
`COc1ccc(-c2n[nH]c(=S)n2-c2ccc(C)cc2)cc1` gave VHR inh abs -1, Rv3671c protease -13, SSB-PriA inh 0, SARS 3CLpro inh -1, GDH-TPI inh 2, Mtb UGM inh 3.9, Mtb BioA inh -1.8, FBA Mtb inh 9, MazF activator -15 and BH1578 lux ind -0.4.
CCC(=O)Nc1cccc(-c2cc3ccccc3oc2=O)c1 was read as VHR inh abs 31, Rv3671c protease -11, SSB-PriA inh -12, SARS 3CLpro inh 3, GDH-TPI inh 23, Mtb UGM inh 1.9, FBA Mtb inh 1, MazF activator -10 and BH1578 lux ind -0.2.
For O=C(NC(=S)Nc1ccccc1O)c1ccc(-c2ccc(Cl)cc2)o1 the results were VHR inh abs 32, Rv3671c protease -2, SSB-PriA inh 3, SARS 3CLpro inh -4, GDH-TPI inh 15, Mtb UGM inh -0.5, Mtb BioA inh -0.9, FBA Mtb inh 7, MazF activator 36 and BH1578 lux ind -0.3.
`CCN1CCN(CC(=O)Nc2ccccc2)C(=O)C1=O` gave VHR inh abs 4, Rv3671c protease 1, SSB-PriA inh -6, SARS 3CLpro inh 5, GDH-TPI inh -5, Mtb UGM inh 1.1, Mtb BioA inh -0.8, FBA Mtb inh -1, MazF activator 12 and BH1578 lux ind -0.3.
`C/C=C/c1ccc(OCCCCN2CCC(C)CC2)c(OC)c1` gave VHR inh abs 16, Rv3671c protease 3, SSB-PriA inh 10, SARS 3CLpro inh 0, GDH-TPI inh -4, Mtb UGM inh -1.1, FBA Mtb inh -2, MazF activator 8 and BH1578 lux ind -0.7.
N#Cc1ccc(-c2csc(NC(=O)c3ccc(S(=O)(=O)N4CCc5ccccc5C4)cc3)n2)cc1 was read as VHR inh abs 3, Rv3671c protease -6, SSB-PriA inh -3, SARS 3CLpro inh -2, GDH-TPI inh -2, Mtb UGM inh -1.7, FBA Mtb inh -2, MazF activator -15 and BH1578 lux ind -0.3.
O=C(CSc1nnnn1C1CCCCC1)Nc1ccccc1F was read as VHR inh abs 9, Rv3671c protease -2, SSB-PriA inh -8, SARS 3CLpro inh 1, GDH-TPI inh 3, Mtb UGM inh 0.8, FBA Mtb inh -1, MazF activator 8 and BH1578 lux ind inactive.
Screening Oc1ccccc1/C=N/c1c(-c2ccco2)nc2ccccn12 returned VHR inh abs 21, Rv3671c protease 22, SARS 3CLpro inh 4, GDH-TPI inh 3, Mtb UGM inh -0.1, Mtb BioA inh 1.5, FBA Mtb inh -4, MazF activator 10 and BH1578 lux ind 3.7.
CC1(C)OCC(N)(CO)CO1 was read as GDH-TPI inh 3, Mtb BioA inh -0.6, FBA Mtb inh -1, MazF activator 3 and BH1578 lux ind -0.1.
For CN(C)S(=O)(=O)c1ccc(N2CCCC2)c(C(=O)NNC(=O)COc2cccc(F)c2)c1 the results were Rv3671c protease 1, SSB-PriA inh -19, GDH-TPI inh 0, Mtb UGM inh -1.6, Mtb BioA inh 2.1, FBA Mtb inh 4, MazF activator 7 and BH1578 lux ind 2.7.
Screening CC(=O)Nc1ccc2c(c1)Cc1c(F)cccc1-2 returned SSB-PriA inh -1, GDH-TPI inh -3, Mtb BioA inh -1.3, FBA Mtb inh 3, MazF activator -10 and BH1578 lux ind inactive.
`Fc1cccc(C[n+]2csc3ccccc32)c1` gave VHR inh abs 13, Rv3671c protease -7, SSB-PriA inh 6, SARS 3CLpro inh 4, GDH-TPI inh 10, Mtb UGM inh 0.7, Mtb BioA inh -0.6, FBA Mtb inh 2, MazF activator 7 and BH1578 lux ind inactive.
CCn1ccc(C(=O)Nc2ccccc2SC)n1 was read as VHR inh abs 8, Rv3671c protease -2, SSB-PriA inh 4&-1, SARS 3CLpro inh 4, GDH-TPI inh 3, Mtb UGM inh -1.3, FBA Mtb inh 2, MazF activator -1 and BH1578 lux ind inactive.
Screening C=C1c2cccc(OC)c2O[C@H](C(=O)OCC)[C@@H]1CC(CC)CCCC (some centres not stated) returned SSB-PriA inh -15, GDH-TPI inh 6, Mtb BioA inh 2.3, FBA Mtb inh -1, MazF activator -1 and BH1578 lux ind -0.4.
Screening O=C(CCc1ccc(O)cc1)NN=Cc1cc(Br)ccc1O returned GDH-TPI inh 2, Mtb BioA inh -0.1, FBA Mtb inh 3, MazF activator 4 and BH1578 lux ind -0.5.
`O=C(c1cnn2c(C(F)(F)F)cc(-c3ccc4c(c3)OCO4)nc12)N1CCCC1` gave VHR inh abs 23, Rv3671c protease 2, SSB-PriA inh -5, SARS 3CLpro inh 4, GDH-TPI inh 0, Mtb UGM inh 1.3, Mtb BioA inh -2.3, FBA Mtb inh 0, MazF activator 3 and BH1578 lux ind -6.0.
COc1ccc(C(=O)Nc2ccc(N3CCN(C(C)=O)CC3)cc2)cc1[N+](=O)[O-] was read as VHR inh abs 18, Rv3671c protease 0, SARS 3CLpro inh 0 and Mtb UGM inh 1.0.
Screening Cc1ccc(N(CC(=O)NC(C)(C)C)C(=O)CCC(=O)Nc2nccs2)c(C)c1 returned VHR inh abs -9, SSB-PriA inh 8, SARS 3CLpro inh 2, GDH-TPI inh 4, Mtb UGM inh -0.8, Mtb BioA inh -2.3, FBA Mtb inh 4, MazF activator 12 and BH1578 lux ind 1.2.
Screening Cc1cc(C)c2oc(C(=O)Nc3nnc(C(C)C)s3)cc(=O)c2c1 returned VHR inh abs -1, Rv3671c protease 0, SSB-PriA inh 4, SARS 3CLpro inh 1, GDH-TPI inh 15, Mtb UGM inh -1.3, FBA Mtb inh 2, MazF activator 1 and BH1578 lux ind 1.1.
For CCCCCCn1c(O)c(C=NCCCn2ccnc2)c(=O)[nH]c1=O the results were VHR inh abs 2, Rv3671c protease -9, SSB-PriA inh 2, SARS 3CLpro inh 0, GDH-TPI inh 1, Mtb UGM inh 0.4, Mtb BioA inh -4.1, FBA Mtb inh 1, MazF activator -66 and BH1578 lux ind 1.8.
Screening CCN(c1ccccc1)S(=O)(=O)c1ccc(OC)c(NC(=O)CCc2nc3ccccc3c(=O)[nH]2)c1 returned Rv3671c protease 3, SSB-PriA inh 2, GDH-TPI inh 4, Mtb UGM inh -0.3, Mtb BioA inh -1.3, FBA Mtb inh -3, MazF activator -1 and BH1578 lux ind -1.4.
Cc1cc(C(=O)CSc2nnc(-c3ccccc3F)o2)c(C)n1Cc1cccs1 was read as VHR inh abs 15, Rv3671c protease -5, SSB-PriA inh -7, SARS 3CLpro inh 4, GDH-TPI inh -16, Mtb UGM inh -0.7, Mtb BioA inh 0.5, FBA Mtb inh -6, MazF activator -2 and BH1578 lux ind -3.0.
CCCC(=O)Nc1ccc(-c2cnc(-c3ccc(NC(=O)CCC)cc3)nc2)cc1 was read as VHR inh abs 32, Rv3671c protease -5, SSB-PriA inh -3, SARS 3CLpro inh 3, GDH-TPI inh -6, Mtb UGM inh -2.0, Mtb BioA inh 0.1, FBA Mtb inh 5, MazF activator 2 and BH1578 lux ind -0.4.
C[C@H](CO)N1C[C@H](C)[C@@H](CN(C)S(=O)(=O)c2cccs2)Oc2ccc(NS(=O)(=O)c3ccc(F)cc3)cc2C1=O was read as Rv3671c protease -10, SSB-PriA inh -8, GDH-TPI inh -3, Mtb UGM inh 0.5, Mtb BioA inh -1.2, FBA Mtb inh -1, MazF activator 3 and BH1578 lux ind 0.0.

In the list so far, these have bromine.
For O=C(CNC(=O)c1ccc(Br)o1)NCc1ccccc1Cl the results were VHR inh abs 35, SSB-PriA inh 2, SARS 3CLpro inh -1, GDH-TPI inh 9, Mtb UGM inh -0.3, Mtb BioA inh -1.4, FBA Mtb inh 1, MazF activator 0 and BH1578 lux ind -1.6.
Screening O=C(CCc1ccc(O)cc1)NN=Cc1cc(Br)ccc1O returned GDH-TPI inh 2, Mtb BioA inh -0.1, FBA Mtb inh 3, MazF activator 4 and BH1578 lux ind -0.5.
